Vif-APOBEC3F blk: Vif-A3F binding inhibition. HeLa A3F-eYFP + Vif (tagged APOBEC3F with the HIV-1 protein that degrades it), YFP fluorescence increase. Potency, µM (titrated, usually from 46.1 µM), inactives show at the highest dose activity, negative = active. 390,000 tested, 0.2% active. AID 602313; also: % of control where 0% means no effect; nearly all actives have a fitted effect of over 65% in size
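HeLa cells stably expressing Vif plus C-terminally eYFP-tagged A3F were seeded, incubated overnight at 37 deg C, dosed with compound, incubated overnight again at 37 deg C. Yellow fluorescence (Ex 488/Em 500-530) reported blocked Vif-mediated A3F-eYFP degradation.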
mIDH1 inhibitor: inhibitors of human mutant IDH1 R132H | IDH1-R132H enzyme, NADPH consumption, diaphorase/resazurin fluorescence | 390,000 tested, 0.093% active | Potency, µM (series often up to 76.6 µM), inactives show top-dose activity change, negative = inhibition, most hits filed as inhibitors; also: % is scaled to controls: 0 for no effect and ±100 for the full control effect; nearly all actives have a fitted effect of over 65% in size
Target sequence (O75874 whole entry R132H, stated change not applied): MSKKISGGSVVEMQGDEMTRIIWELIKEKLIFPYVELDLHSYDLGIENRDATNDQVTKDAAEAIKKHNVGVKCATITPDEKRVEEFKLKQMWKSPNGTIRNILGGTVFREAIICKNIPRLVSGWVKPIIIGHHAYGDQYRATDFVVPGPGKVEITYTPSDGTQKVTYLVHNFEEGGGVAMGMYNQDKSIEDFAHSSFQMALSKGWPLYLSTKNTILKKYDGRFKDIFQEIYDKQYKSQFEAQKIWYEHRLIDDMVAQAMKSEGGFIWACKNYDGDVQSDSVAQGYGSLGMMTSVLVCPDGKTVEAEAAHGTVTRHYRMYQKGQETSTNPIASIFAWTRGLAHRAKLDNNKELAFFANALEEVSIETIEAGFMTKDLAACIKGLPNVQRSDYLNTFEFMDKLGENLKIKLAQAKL
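IDH1-R132H (0.5 ug/mL dispensed) in pH 7.5 Tris buffer was preincubated 30 min with compound, then given a substrate mix of 0.016 mM NADPH and 2 mM alpha-KG for 80 min at room temperature; remaining NADPH was read by diaphorase/resazurin fluorescence.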
Vif-APOBEC3G blk: inhibitors of Vif-APOBEC3G interaction. Q9HC16. 410,000 tested, 0.076% active. Potency, µM (top dose mostly 46.1 µM), without a hit: top-dose activity, negative = active, usual class: inhibitors. HeLa A3G-eYFP + Vif (tagged APOBEC3G with the HIV-1 protein that degrades it), YFP fluorescence, overnight;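 also: % is scaled to controls: 0 for no effect and ±100 for the full control effect; nearly all actives have a fitted effect of over 60% in size; hits raise eYFP signal because A3G escapes Vif-driven loss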
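HeLa cells stably expressing Vif and C-terminally eYFP-tagged A3G, seeded overnight at 37 deg C, then exposed to compound by pintool overnight at 37 deg C. Rise in yellow fluorescence (Ex 488/Em 500-530, Acumen) marks blocked Vif-driven A3G degradation.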
TrxR1 inh: inhibitors of rat thioredoxin reductase 1; O89049; recombinant rTrxR1, NADPH fluorescence consumption, selenite substrate; Potency, µM (titrated, usually from 114 µM), for the others: at the highest dose activity change, negative = inhibition, hits mostly inhibitors; 390,000 tested, 1% active; AID 588453; also: % is scaled to controls: 0 for no effect and ±100 for the full control effect; nearly all actives have a fitted effect of over 65% in size
Target sequence (O89049 whole entry, looked up): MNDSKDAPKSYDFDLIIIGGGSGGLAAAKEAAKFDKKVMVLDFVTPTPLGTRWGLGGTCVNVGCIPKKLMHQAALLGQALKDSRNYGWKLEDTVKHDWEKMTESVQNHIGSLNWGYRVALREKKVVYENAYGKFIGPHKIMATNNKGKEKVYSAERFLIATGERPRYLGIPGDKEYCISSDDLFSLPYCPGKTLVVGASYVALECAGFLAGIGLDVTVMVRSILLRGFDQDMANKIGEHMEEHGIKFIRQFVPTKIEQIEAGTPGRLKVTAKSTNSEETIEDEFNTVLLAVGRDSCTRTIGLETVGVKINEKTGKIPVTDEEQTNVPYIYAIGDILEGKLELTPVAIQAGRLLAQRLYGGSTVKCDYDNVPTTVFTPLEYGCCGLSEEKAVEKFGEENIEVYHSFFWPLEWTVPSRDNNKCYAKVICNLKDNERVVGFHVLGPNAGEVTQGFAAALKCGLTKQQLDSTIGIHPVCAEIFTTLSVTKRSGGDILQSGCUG
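Rat TrxR1 (90 nM in the dispensed reagent) was pre-reduced with 400 uM NADPH for 5 min at room temperature, then incubated with compound for 15 min. After 400 uM selenite was added, NADPH fluorescence (Ex 340/Em 450 nm) was followed for 8 min.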
RXFP1 ag: activates the human relaxin receptor RXFP1 | HEK293T-RXFP1 cAMP TR-FRET, 30 min; response scale: percent of porcine relaxin response, buffer zero | 370,000 tested, 0.3% active | Potency, µM (series often up to 57.5 µM), inactives show top-dose activation, usual class: activators | Q9HBX9; also: % is scaled to controls: 0 for no effect and ±100 for the full control effect; nearly all actives have a fitted effect of over 60% in size; many of its hits are not listed in these tables
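Agonist response is measured as cAMP accumulation in an RXFP1-transfected HEK293T line under PDE4 inhibition. Values are scaled between buffer-only and 29 nM porcine relaxin, and EC50s come from standard Hill equation fits.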
RGS4 inh: human RGS4 inhibition | P49798 | Transcreener GDP fluorescence polarization, RGS4-accelerated GTP hydrolysis | Potency, µM (top dose mostly 114 µM), inactives show at the top dose activity change, negative = inhibition, actives largely listed as inhibitors | 390,000 tested, 0.039% active; also: % is scaled to controls: 0 for no effect and ±100 for the full control effect; nearly all actives have a fitted effect of over 75% in size; some results filed as inactive show a strong effect at the top dose
Target sequence (P49798 whole entry, looked up): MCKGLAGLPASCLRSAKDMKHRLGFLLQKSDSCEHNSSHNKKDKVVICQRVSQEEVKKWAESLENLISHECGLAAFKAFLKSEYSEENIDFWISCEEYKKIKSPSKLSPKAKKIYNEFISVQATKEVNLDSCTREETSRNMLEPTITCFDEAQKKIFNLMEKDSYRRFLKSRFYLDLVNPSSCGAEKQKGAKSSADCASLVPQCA
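MLSMR compounds (23 nl, pin-transferred) preincubated 10 min at room temperature with a 500nM (2x) first reagent, then RGS4 at 900nM (2x) plus Transcreener GDP mix added; fluorescence polarization (620/688 nm) read before and after 90 min at 30 °C.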
USP1-UAF1 inh: USP1/UAF1 (human) deubiquitinase inhibition. O94782. recombinant USP1/UAF1, Ub-Rhodamine cleavage fluorescence. Potency, µM (series often up to 57.1 µM), for inactives: at the top dose activity change, negative = inhibition, most hits filed as inhibitors. 390,000 tested, 0.23% active. AID 743255; also: % is scaled to controls: 0 for no effect and ±100 for the full control effect; nearly all actives have a fitted effect of over 60% in size; inactives centre near -12
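In this screen, compounds sit with the deubiquitinase complex (1nM) for 15 min at room temperature before Ub-Rho is added at 150nM final. Fluorescence rise is then followed for 6 reads every 60 seconds.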
TrxR1 substrate: substrates of rat thioredoxin reductase 1; AID 588456; 390,000 tested, 0.01% active; Potency, µM (series often up to 114 µM), for inactives: at the highest dose activity change, negative = substrate turnover; O89049; purified TrxR1 substrate turnover, NADPH consumption readout; also: % is scaled to controls: 0 for no effect and ±100 for the full control effect; nearly all actives have a fitted effect of over 50% in size
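Rat TrxR1, dispensed at 90 nM, was prereduced with 400 uM NADPH (final) for 5 min at ~22 deg C, then incubated with compound 15 min before 400 uM selenite. A first-read NADPH fluorescence drop versus no-compound background flagged substrates.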
ALOX12 inh: inhibitors of human 12S-lipoxygenase ALOX12 | P18054 | purified 12hLO, xylenol orange hydroperoxide absorbance | Potency, µM (series often up to 108 µM), for inactives: top-dose activity change, negative = inhibition, actives largely listed as inhibitors | 580,000 tested, 1.1% active; also: % is scaled to controls: 0 for no effect and ±100 for the full control effect
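Purified human 12hLO (150 nM final) in 25 mM Hepes, 0.01% Triton X-100, pH 7.0 was preincubated 15 min at room temperature with compound. Then 40 uM arachidonic acid was added, 30 min. Hydroperoxide was read by Fe-XO absorbance ratio 573/405 nm.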
Starred values were filed as active, the others as inactive; u = inconclusive; x = not tested or not shown; [ ] = remark or other dose. Calls follow the shape of the dose curve; as a rule, active = well fitted curve in the direction sought with a large enough effect; inconclusive = small, poorly fitted or top-dose-only effect, or another doubt; inactive = no such curve, though single readings can be large; an effect the other way counts as inactive or inconclusive. Potency is read from the fitted curve at half-maximal effect. The list is partial. The share of hits here may be higher or lower than overall.

SMILES	Vif-APOBEC3F blk	mIDH1 inhibitor	Vif-APOBEC3G blk	TrxR1 inh	RXFP1 ag	RGS4 inh	USP1-UAF1 inh	TrxR1 substrate	ALOX12 inh
Cn1c(=O)c2c(ncn2CC(=O)OCC(=O)Nc2cccc(Cl)c2)n(C)c1=O	4%	-2%	-1%	28%[57.1 µM]	20%	24%	8%	7%	-7%
Cc1ccc(S(=O)(=O)N2CCOCC2)cc1NC(=O)CSCc1c(C)noc1C	-9%	4%	-3%	19%	8.7%	-12%	-18%	3%	42%[activator]
COc1ccc(C(=O)N(CN2CCCC2=O)c2ccccc2OC)cc1OC	6%	1%	-1%	-10%	-1.1%	-7%	-6%	-2%	-6%
O=C(c1cc(-c2ccc(Cl)cc2)on1)N1CCCC1	-28%	-5%	-2%	26%	0.2%	-7%	u	8%	0%
CCOc1ccc(S(=O)(=O)N2CCN(C(=O)CCOc3ccccc3C)CC2)cc1	-1%	1%	-1%	0%	1.1%	-18%	-5%	-1%	-29%
CCN(CC(=O)Nc1ccc(S(=O)(=O)N2CCCC2)cc1)Cc1ccccc1	1%	-8%	0%	6%	-0.7%	-19%	-20%	1%	-17%
CCC(C)(C)NC(=O)C(c1cccnc1)N(C(=O)c1csnn1)c1ccc(C)cc1 (stereo not given)	-3%	4%	-1%	6%	-1.7%	26%	3%	-1%	3%
Cc1cc(=O)oc2cc(OCC(O)CN3CCN(c4ccccc4)CC3)ccc12 (stereo not given)	-2%	-1%	-3%	11%[57.1 µM]	-0.1%	4%[11.4 µM]	-1%	15%[57.1 µM]	16%
COc1cc2c(C(=O)NC3CCCCCC3)cn(C)c(=O)c2cc1OC	-3%	2%	2%	20%[57.1 µM]	2.6%	25%	-23%	10%[57.1 µM]	0%
Cc1onc(-c2c(F)cccc2Cl)c1C(=O)Nc1cccc(S(=O)(=O)N2CCOCC2)c1	5%	5%	-2%	10%[2.29 µM]	x	-20%	-19%	-8%[57.1 µM]	11%

Reprinted at random: 2 compounds from above.
SMILES	Vif-APOBEC3F blk	mIDH1 inhibitor	Vif-APOBEC3G blk	TrxR1 inh	RXFP1 ag	RGS4 inh	USP1-UAF1 inh	TrxR1 substrate	ALOX12 inh
Cc1ccc(S(=O)(=O)N2CCOCC2)cc1NC(=O)CSCc1c(C)noc1C	-9%	4%	-3%	19%	8.7%	-12%	-18%	3%	42%[activator]
Cc1onc(-c2c(F)cccc2Cl)c1C(=O)Nc1cccc(S(=O)(=O)N2CCOCC2)c1	5%	5%	-2%	10%[2.29 µM]	x	-20%	-19%	-8%[57.1 µM]	11%

The list continues:
SMILES	Vif-APOBEC3F blk	mIDH1 inhibitor	Vif-APOBEC3G blk	TrxR1 inh	RXFP1 ag	RGS4 inh	USP1-UAF1 inh	TrxR1 substrate	ALOX12 inh
C(=N\Nc1nc(-c2ccccc2)cs1)/c1cccs1	x	9%	3%	-5%	-0.3%	-28%	1%	-4%	u
O=C(Cc1ccccc1)NCC(=O)Nc1ccccc1Br	0%	3%	-1%	5%	1.7%	-37%	1%	5%	-21%
O=C(CSc1ncc2c(n1)-c1ccc(Cl)cc1N(Cc1ccccc1)S2(=O)=O)Nc1ccccc1C(F)(F)F	-3%	-6%	1%	34%[57.1 µM]	8.4%	-18%	-11%	10%[57.1 µM]	-25%
CCCN(CCC)S(=O)(=O)c1cc2c(cc1Br)CCN2C(=O)CC	0%	10%	2%	15%	x	5%	-5%	0%	-10%
Cc1ccc(NC(=O)c2ccccc2NC(=O)CCC(=O)O)cc1	4%	5%	1%	-8%	0.1%	0%	-22%	-6%	10%
CC(NC(=O)c1cc(COc2cccc(C(F)(F)F)c2)on1)c1nccs1 (stereo not given)	6%	3%	-4%	6%	0.6%	15%	-25%	-5%	-5%
COc1ccc(NS(=O)(=O)Cc2ccccc2Cl)cn1	8%	2%	0%	11%[57.1 µM]	1.2%	-34%	-22%	1%[57.1 µM]	-12%
O=C(CSc1ccc(Cl)cc1)N1CCC(c2nc3ccccc3s2)CC1	-7%	0%	-1%	10%[57.1 µM]	-2.9%	16%	-10%	5%[57.1 µM]	0%
CCC(=O)Nc1ccc(C(=O)CSc2nc(N)cc(N)n2)cc1	-12%	2%	0%	10%	0.5%	-1%	-14%	-2%	13%
Cc1cccc(C(=O)OCC(=O)NC2CC2)c1O	2%	7%	-5%	6%[57.1 µM]	x	1%	-5%	3%[57.1 µM]	-10%
CC(O)c1ccc(Oc2cnccn2)cc1 (stereo not given)	5%	0%	1%	-26%	-2.8%	26%	-21%	-19%	1%
CCN(CC)c1ccc(NC(=O)CCS(=O)(=O)c2ccc3c(c2)oc(=O)n3C)c(C)c1	-17%	19%	4%	3%	-6.8%	-10%	-25%	-3%	-30%
CC1CN(c2nc3c(c(=O)n(C)c(=O)n3C)n2Cc2c(F)cccc2Cl)CC(C)O1 (stereo not given)	-1%	3%	-3%	-1%	1.6%	-3%	-21%	-3%	0%
CCCCc1nnc(SCC(=O)Nc2nccs2)n1C	-5%	-5%	-11%	23%	2.9%	14%	-20%	7%	u
Oc1cc2c(c(Cl)c1O)CCNCC2c1ccccc1 (stereo not given)	0%	3%	1%	-11%	x	u	-14%	8%[57.1 µM]	u
CCOC(=O)C(Sc1cc(-c2ccccc2)nc2ncnn12)C(C)=O (stereo not given)	u	0%	0%	u	7.2%	-14%	14%	1%[57.1 µM]	173%[activator]
O=C(Oc1ccc2c3c(c(=O)oc2c1)CCCC3)c1ccco1	-5%	-20%	-2%	-8%[57.1 µM]	6.9%	0%[11.4 µM]	-1%	25%[57.1 µM]	0%
CCOC(=O)c1cc(=O)n2nc(-c3ccc(C)cc3)nc2s1	0%	9%	0%	18%[57.1 µM]	0.2%	-37%	-6%	16%[57.1 µM]	8%
COc1ccc(CNC(=O)CC(c2ccc(OC)cc2)N2Cc3ccccc3C2=O)cc1 (stereo not given)	-22%	-8%	-12%	15%[57.1 µM]	0.6%	12%	-5%	-2%[57.1 µM]	0%
CCOc1cc(C2NC(=O)c3c(sc4c3CCN(C)C4)N2)ccc1OC(=O)c1ccc(Br)cc1 (stereo not given)	3%	u	0%	32%	-0.1%	20%	-22%	-3%	0%
Nc1ncnc2c1ncn2[C@@H]1O[C@H](CNCc2cccc(C#Cc3ccccc3)c2)[C@@H](O)[C@H]1O	-16%	-5%	-3%	-25%	x	-27%	-24%	-1%	-77%
CC1(C)NC(=O)N(CC(=O)OCC(=O)Nc2cc(S(=O)(=O)N3CCCCC3)ccc2Cl)C1=O	4%	4%	0%	-4%[57.1 µM]	-0.8%	-23%	-10%	10%[57.1 µM]	-26%
CC(C)COC(=O)c1ccccc1N1C(=O)C2C3CCC(C3)C2C1=O (stereo not given)	1%	7%	0%	-3%	-0.9%	9%	-12%	-3%	-7%
O=C(Nc1ccc(Oc2ccccc2)nc1)C1CCN(Cc2cccc(F)c2)CC1	-1%	3%	0%	-6%	-0.7%	18%	2%	-9%	11%
COc1ccc(C2=NOC(C(=O)NCc3ccccc3)C2)cc1 (stereo not given)	-23%	12%	u	22%	6.5%	-21%	-4%	-5%	22%
Cc1ccc(CNC(=O)Cc2nc3nc(C)cc(C)n3n2)cc1	0%	2%	4%	6%[57.1 µM]	5.2%	2%	-14%	-21%[57.1 µM]	13%
CC1CCN(C(=O)COC(=O)c2ccc3c(c2)OCCO3)CC1	-26%	-1%	0%	-5%	x	28%	-9%	-2%	4%
CC(NC(=O)COC(=O)CNC(=O)C1CCCCC1)c1ccccc1 (stereo not given)	2%	0%	0%	10%	2.0%	13%	0%	-3%	14%
CCn1nc(C)c(CNC(=O)c2cc(COc3ccc(F)cc3Cl)on2)c1C	-5%	1%	2%	4%	-0.2%	19%	-24%	-1%	-9%
CC1(C)CC(=O)C=C(c2cccnc2)C1	3%	-13%	3%	7%[57.1 µM]	x	18%	-10%	5%[57.1 µM]	11%
CCC(CC)CN1CCC(CN2C(=S)NC[C@@H]2CC(C)C)CC1	9%	8%	7%	22%	x	9%	-10%	3%	1%
COc1ccc(C(=O)OCC(=O)c2ccco2)cc1[N+](=O)[O-]	-19%	-1%	0%	x	x	x	-5%	x	u
O=c1cc(-c2ccccc2)[nH]n1-c1ccc([N+](=O)[O-])cc1	u	0%	-5%	-20%	-0.3%	-31%	-25%	-7%	u
Cc1cc(NC(=O)c2ccc(Cl)cc2Cl)n(CCC#N)n1	-8%	-3%	-6%	15%	0.1%	3%	-8%	5%	0%
CCC(C)OC(=O)C1=C(C)OC23OC(N)=C(C#N)C12C(=O)c1ccccc13 (stereo not given)	-8%	-1%	7%	-3%	-0.4%	47%	-9%	-9%	30%[activator]
Cc1cc(Br)cc2c(C(=O)OCC(=O)c3ccccc3)cc(-c3ccccc3)nc12	-7%	2%	3%	12%	u	-6%	-30%	6%	-15%
CCn1cc(CN2CCC(C(=O)Nc3cccc(-c4cccc(F)c4)c3)CC2)cn1	-19%	3%	0%	5%	-1.4%	14%	-3%	-5%	0%
Cc1c(NC(=O)c2ccc3c4c(cccc24)CC3)c(=O)n(-c2ccccc2)n1C	-2%	-2%	2%	22%	-1.9%	-25%	-7%	4%[57.1 µM]	1%
CCOC(=O)c1ccc(NC(=O)CC2C(=O)N(c3cccc(OC)c3)C(=O)N2CCOC)cc1 (stereo not given)	-8%	2%	-5%	30%[57.1 µM]	1.7%	0%	-28%	16%[57.1 µM]	292%[activator]

Bioassay records as filed in PubChem.
